Source: PubChem BioAssay
Myeloid diff 2: promotes myeloid progenitor differentiation; calls only at 10 µM; AID 624256; ER-HoxA9 myeloid progenitors, lysozyme-GFP differentiation, flow cytometry; 1% of 360,000 active;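 active = normalized GFP-positive differentiation at or above the plate's own cutoff, the solvent-only control mean plus 3 SD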;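 also: cells exposed to compound for four days before flow analysis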
Rac1 GTP hydrolysis: MgcRacGAP GTPase-activating activity inhibitors, confirmation, biochemical, ADP Hunter fluorescence; MgcRacGAP-stimulated Rac1 GTP hydrolysis, ADP Hunter fluorescence; higher % means a stronger effect; GST-tagged Rac1 F28L mutant substrate; 0.6% of 340,000 active; inhibition, % at 30 µM; hits with a dose series show IC50 in µM; AID 624330;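 active = first-screen hits whose inhibition reached a set limit at any dose in the follow-up dose series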;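 also: fluorescence reports GDP produced by GAP-driven GTP hydrolysis; strong numbers were not always called active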
NTR1 agonist: NTR1-driven beta-arrestin-GFP spot formation – imaging, U2OS cells, high content, primary screen (AID 493036) | P30989 | agonist mode | activation, % at 20 µM | 0.17% of 330,000 active;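 active = activation at or above 40% of the spot to cytoplasm intensity ratio, with at least 20 cells analyzed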;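 also: 0% = DMSO without peptide and 100% = 100 nM NTR1 peptide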
Target sequence (P30989 whole entry, looked up): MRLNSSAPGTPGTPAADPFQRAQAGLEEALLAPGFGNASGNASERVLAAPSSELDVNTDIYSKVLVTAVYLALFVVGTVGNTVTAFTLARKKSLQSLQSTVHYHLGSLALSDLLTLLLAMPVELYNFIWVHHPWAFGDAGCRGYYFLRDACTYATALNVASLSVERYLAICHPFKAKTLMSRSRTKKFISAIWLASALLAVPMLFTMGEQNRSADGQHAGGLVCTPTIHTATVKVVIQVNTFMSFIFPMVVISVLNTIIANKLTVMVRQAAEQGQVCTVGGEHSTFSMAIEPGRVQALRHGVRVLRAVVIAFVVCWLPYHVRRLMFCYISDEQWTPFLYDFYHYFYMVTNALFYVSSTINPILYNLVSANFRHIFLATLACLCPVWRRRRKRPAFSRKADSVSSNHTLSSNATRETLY
NTR1 agonist cell count 20 µM: further read-out of NTR1 agonist, marked with its call; cell count; measured here: cell count, cytotoxicity flag
Myeloid diff 2 GFP+ MAC1+ %: second read-out of Myeloid diff 2, no call of its own (marks repeat the call); GFP+ MAC1+ double positive, %; measured here: differentiation confirmed by MAC1 staining
The depositor's hits bear a star; i = inactive; + = active, no number. A portion of the library; the hit share may differ from the screen's.

molecule	Myeloid diff 2	Myeloid diff 2 GFP+ MAC1+ %	Rac1 GTP hydrolysis	NTR1 agonist	NTR1 agonist cell count 20 µM
O=C(COc1ccccc1C(=O)O)Nc1cccc2ccccc12	i	1.0	1%	-1.6	48
COc1ccc(CCNC(=O)C(C)SCC(=O)Nc2ccc(F)cc2)cc1 (stereo not drawn)	i	2.0	7%	1.4	60
COc1ccccc1NS(=O)(=O)c1ccc(C(=O)N2CCCC(C(F)(F)F)C2)cc1 (stereo not drawn)	i	0.6	4%	-1.9	56
COc1cccc(CNC(=O)c2ccc(Cl)c(S(=O)(=O)N3CCOCC3)c2)c1	i	0.4	6%	0.8	47
CC(=O)Nc1ccc(C(=O)OCC(=O)N2CCCC2=O)cc1	i	0.8	1%	0.5	54
O=C(COC(=O)c1ccc(Cl)c(S(=O)(=O)N2CCOCC2)c1)Nc1ccc2[nH]c(=O)[nH]c2c1	i	0.5	7%	1.8	75
C[C@H]1CN([C@@H](C)CO)C(=O)c2cccc(NS(=O)(=O)c3ccc(F)cc3)c2O[C@H]1CN(C)Cc1ccc(Cl)c(Cl)c1	i	3.7	-7%	-0.8	50
CCn1nnc2cc(C(=O)Nc3cccc(S(=O)(=O)N(C)C)c3)ccc21	i	0.9	6%	-0.4	50
CCCCOc1ccc(C(=O)NCC(=O)NC2CC2)cc1	i	0.6	8%	0.1	54
CCOc1ccc(C(=O)OC(C)C(=O)N2CCN(Cc3ccccc3)CC2)cc1 (stereo not drawn)	i	1.4	2%	4.8	64
O=C(Nc1cccc(S(=O)(=O)N2CCOCC2)c1)c1cc(=O)[nH]c2ccccc12	i	1.1	4%	1.6	47
COc1ccccc1CNC(=O)COC(=O)c1ccc(C)s1	i	0.4	5%	0.1	44
O=C(CCc1ccccc1)N[C@@H]1c2ccccc2CC[C@H]1OCc1ccccc1	i	0.5	8%	-1.1	48
CC(C)(C)OC(=O)N1CCN(C(=O)c2[nH]cnc2C(=O)Nc2ccc(Cl)cc2)CC1	i	1.5	8%	0.0	53
C[C@@H](N)C(=O)NC[C@H]1O[C@@H](n2cnc3c(N)ncnc32)[C@H](O)[C@@H]1O	i	0.5	7%	0.5	63
O=C(COC(=O)COc1cc(Cl)c(Cl)cc1Cl)NC1CC1	i	0.8	2%	0.1	54
COC(=O)[C@]1(C)N[C@H](c2ccc(-c3ccccc3)cc2)[C@@H]2C(=O)N(C)C(=O)[C@@H]21	i	1.0	10%	1.0	59
COc1ccc(-c2nn(-c3ccccc3)cc2C(=O)N(C)CC(=O)Nc2cccc(F)c2)cc1	i	0.3	5%	4.3	67
Cc1occc1-c1nnc(SC(C)C(=O)Nc2ccccc2F)o1 (stereo not drawn)	i	0.2	4%	0.5	58
Cc1ccc(S(=O)(=O)N2CCN(C(=O)COC(=O)c3cncc(Br)c3)CC2)c(C)c1	i	1.3	-1%	0.1	59
COc1ccc(S(=O)(=O)Nc2ccc3c(c2)C(=O)N([C@H](C)CO)C[C@H](C)[C@@H](CN(C)C(=O)NC(C)C)O3)cc1	i	0.4	-3%	1.0	54
Cc1ccc(N2CC(C(=O)Nc3cccc(C(=O)NC4CC4)c3)CC2=O)cc1 (stereo not drawn)	i	0.6	7%	-1.1	58
CCOc1ccccc1N1CCN(C(=O)C2CSC3(C)CCC(=O)N23)CC1 (stereo not drawn)	i	0.8	-5%	-1.3	20
CN(C)C(CNC(=O)c1cccs1)c1ccco1 (stereo not drawn)	i	0.6	13%	1.5	58
Cc1ccc(Cl)c(NC(=O)CSc2cccc[n+]2[O-])c1Cl	i	0.4	6%	1.5	62
O=C(CN1C(=O)NC2(CCCCCCC2)C1=O)Nc1ccc(Br)cc1	i	0.4	2%	0.3	76
COc1ccc(C(=O)Nc2nc(-c3ccccn3)cs2)cc1S(=O)(=O)N1CCOCC1	i	1.9	2%	4.1	69
COc1ccc(S(=O)(=O)Nc2cccc3c2O[C@H](CN(C)C)[C@@H](C)CN([C@H](C)CO)C3=O)cc1	i	0.9	1%	-2.1	46
C=CCOC(=O)CCCCCCCC	i	1.3	4%	-1.5	69
O=C(CCS(=O)(=O)c1ccc(F)cc1)Nc1ccc(N2CCN(Cc3ccccc3)CC2)cc1	i	0.5	4%	-3.0	49
COc1ccc(CCNc2cc(N3CCN(C(=O)c4ccccc4OC)CC3)ccc2[N+](=O)[O-])cc1OC	i	0.3	11%	7.5	46
CC(NC(=O)CNC(=O)c1ccccc1Br)c1cccs1 (stereo not drawn)	i	0.5	8%	-0.2	61
CCN(C(=O)CSc1nnc(-c2ccc(C)cc2)n1N)c1c(N)n(Cc2ccccc2)c(=O)[nH]c1=O	i	0.4	3%	-0.2	58
CCOC(=O)C1=C(COC(=O)c2ccc3ccccc3c2O)NC(=O)NC1C (stereo not drawn)	i	1.1	6%	3.8	63
Cc1ccc(NC(=O)COC(=O)C2CC2)cc1Cl	i	0.6	8%	-2.2	91
C=CC(=O)Nc1ccc(Nc2nc(NC3CCC(N(C)C)CC3)nc3c2ncn3C(C)C)cc1 (stereo not drawn)	i	6.4	10%	-4.9	45
COCCN(Cc1nc2ccccc2c(=O)[nH]1)C(=O)COc1cccc(C(C)=O)c1	i	0.0	7%	0.5	87
CN(C(=O)CSc1nc2ccccc2o1)C1CCCCC1	i	1.0	2%	1.1	62
COc1ccc(C)cc1CN(C)c1ccc(S(=O)(=O)N2CCN(C)CC2)cn1	i	0.5	8%	-1.7	57
O=C(Nc1ccc(SC(F)F)cc1)c1ccc2c(=O)n3c(nc2c1)CCC3	i	0.9	0%	21	62
COc1ccc(F)cc1C1=CC(=O)C[C@H](c2ccc3c(c2)OCO3)C1	+	11*	1%	1.7	57
CC(CCc1ccccc1)NC(=O)C1CCC1 (stereo not drawn)	i	0.6	7%	0.8	47
N#CCSc1ccccc1NC(=O)COC(=O)CCNC(=O)c1ccc([N+](=O)[O-])cc1	+	1.5*	6%	-0.4	47
O=S(=O)(NCc1nnc2ccccn12)c1ccc(Cl)cc1	i	1.3	1%	0.6	45
O=C(NCC1CCCO1)c1cccc(S(=O)(=O)Nc2cccc(C(F)(F)F)c2)c1 (stereo not drawn)	i	1.0	-1%	1.4	55
CCC1(c2ccc(OC)cc2)NC(=O)N(CC(=O)NC2CCCCC2C)C1=O (stereo not drawn)	i	0.5	6%	0.8	48
COC(=O)c1cc(OCC(=O)Nc2ccc3c(c2)CCC3)cc(C(=O)OC)c1	i	0.1	5%	2.0	52
CCN(CC)C(=O)[C@H]1C[C@H](CC(=O)NCCCN(C)C)C(=O)N2CCc3c([nH]c4cc(CCC(=O)N(C)C)ccc34)[C@]12C	i	0.4	11%	2.3	66
COc1cccc(-c2sc3ccc(OC)cc3c2-c2ccc(OCCN3CCOCC3)cc2)c1	i	1.7	4%	4.2	45
COc1ccc(Br)c(C(=O)OCC(=O)N2CCC(Cc3ccccc3)CC2)c1	i	0.0	4%	9.2	65

Next part
molecule	Myeloid diff 2	Myeloid diff 2 GFP+ MAC1+ %	Rac1 GTP hydrolysis	NTR1 agonist	NTR1 agonist cell count 20 µM
CCOc1ccccc1N1CCN(C(=O)c2ccc(S(=O)(=O)Nc3ccccc3)cc2)CC1	i	0.4	-5%	4.7	52
O=C(c1ccc2c3c(cccc13)CC2)N1CCN(c2ncccn2)CC1	i	14	-7%	1.2	43
O=C(CN1C(=O)NC2(CCOc3ccccc32)C1=O)N1CCCCC1 (stereo not drawn)	i	0.7	1%	-1.1	44
O=C(COC(=O)c1cccc(S(=O)(=O)N2CCCC2)c1)Nc1ccccc1C(F)(F)F	i	0.7	6%	0.2	57
CC(C)N(C(=O)[C@H]1CC(CC(=O)NCCCn2ccnc2)C(=O)N2CCc3c([nH]c4ccccc34)[C@]12C)C(C)C (stereo partly drawn)	i	1.3	0%	1.4	50
CCCCCCSc1ccc(-c2nc3ccc(C)cn3c2NC2CCCCC2)cc1	i	1.0	-1%	7.7	52
COc1ccc(C2=NCCn3nc4cc([N+](=O)[O-])ccc4c32)cc1	i	0.9	3%	7.5	50
CCOC(=O)C1CCCN(C(=O)c2cccc(S(=O)(=O)N3CCCC3)c2)C1 (stereo not drawn)	i	0.4	1%	0.1	49
CCOC(=O)CSc1snnc1C	i	0.0	2%	1.3	72
O=C(c1ccc(Cl)c(S(=O)(=O)N2CCOCC2)c1)N1CCc2ccccc2C1	i	0.3	4%	0.2	60
Cc1cc(C)n2nc(C(=O)OCC(=O)Nc3ccc4c(c3)OCCO4)nc2n1	i	0.9	2%	-0.9	50
Cc1cc(C)c(C)c(S(=O)(=O)N2CCC(C(=O)OCC(=O)NC3CCS(=O)(=O)C3)CC2)c1C (stereo not drawn)	i	0.8	1%	0.6	55
Cc1cc(C)n2c(SCC(=O)Nc3ccccc3C#N)nnc2n1	i	0.8	2%	-2.1	73
COC(=O)C1=C(C)N(CCCC(=O)O)C(=O)NC1c1ccccc1OS(=O)(=O)c1ccc([N+](=O)[O-])cc1 (stereo not drawn)	i	2.2	8%	0.0	64
CC(NS(=O)(=O)c1cc(C(F)(F)F)ccc1Cl)C(=O)N(C)C1CCN(C)CC1 (stereo not drawn)	i	0.4	2%	-1.7	68
CCN(CC)C(=O)[C@H]1C[C@H](CC(=O)NCc2cccc(C(F)(F)F)c2)C(=O)N2CCc3c([nH]c4cc(CCC(=O)N(C)C)ccc34)[C@]12C	i	1.0	9%	0.1	50
CCN(C[C@H]1N[C@@](Cc2ccccc2)(C(=O)OC)[C@H]2C(=O)N(Cc3ccccc3)C(=O)[C@@H]12)C(=O)C1CCCCC1	i	1.2	5%	4.3	62
COc1cc(OC)c(OC)cc1CNC(=O)c1cc(S(=O)(=O)N2CCOCC2)ccc1F	i	1.3	2%	5.2	51
COc1ccc(NS(=O)(=O)c2cccc(C(=O)NCc3ccccc3CN3CCCC3)c2)cc1	i	0.1	3%	-1.6	93
O=C(CSc1n[nH]c(=O)n1C1CC1)c1c[nH]c2ccccc12	i	0.8	4%	0.1	56
CC1Cc2ccccc2N1C(=O)COC(=O)c1ccc([N+](=O)[O-])o1 (stereo not drawn)	i	0.3	4%	3.6	48
CNC(=O)CC(CC(=O)c1ccccc1)c1ccccc1 (stereo not drawn)	i	1.5	3%	1.4	48
CSCCC(NC(=O)c1ccccc1Cl)C(=O)NCC(c1cccs1)N(C)C (stereo not drawn)	i	1.6	0%	-0.3	51
CN(Cc1c(F)cccc1Cl)C(=O)c1ccc(NC(=O)CC2SC(N3CCCCC3)=NC2=O)cc1 (stereo not drawn)	i	0.5	0%	2.8	50
CCc1sc(C(=O)Nc2cc(S(=O)(=O)N3CCOCC3)ccc2OC)cc1C	i	2.0	-2%	3.7	65
CCCn1nc(C(=O)NNC(=O)c2ccc(C)c(C)c2)c2ccccc2c1=O	i	1.9	6%	3.6	66
C=CCn1c(SCC(=O)Nc2cc(Cl)ccc2C(=O)O)nc2sc(C)c(C)c2c1=O	i	0.6	-4%	1.6	63
Cc1noc(C)c1NC(=O)N(C)C[C@H]1Oc2ccc(NC(=O)c3ccncc3)cc2C(=O)N([C@H](C)CO)C[C@@H]1C	i	1.9	3%	2.1	72
COC(=O)[C@]1(C)N[C@H](CN(C)S(=O)(=O)c2ccc(C(F)(F)F)cc2)[C@@H]2C(=O)N(C)C(=O)[C@@H]21	i	2.4	-9%	4.4	55
